Screens deposited in PubChem BioAssay by several laboratories.
T cell HTS: T cell immune modulation candidate. 2C CD8+ T cell-vesicle binding, flow cytometry; active compounds read low. calls only at 7 µM. 330,000 tested, 0.068% active. AID 2052;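 active means response, share of CD8 T cells binding vesicles, and their 90th percentile fluorescence all below set limits, cut at about 80% in these data, passing the limit was not always enough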
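Incubation: binding step 1.5 h, 37 °C, antibody labelling 20 min, ice; system: murine 2C transgenic CD8+ T lymphocytes; technique: cytometric PE anti-B7-1 and Alexa647 anti-CD8 signals after 1% paraformaldehyde fixation; also added: QL9-charged Drosophila Ld/ICAM-1/B7-1 vesicles; control set: naked versus QL9-loaded vesicles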
Lipid droplet: modulators of hepatic lipid droplet formation. AML12 mouse hepatocytes, oleate lipid droplets, BODIPY imaging. AID 1656. inhibition, % at 6.5 µM. 240,000 tested, 0.4% active;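 active means lipid droplet intensity inhibited by at least 50%, with more than 500 cells counted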
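Test system: AML12 hepatocytes (mouse); reagent: oleate loading, 100 µM; dosing: one dose, 6.5 µM compound; incubation: overnight exposure; signal: fluorescence imaging, 20x objective, two fields per well; read-out basis: % inhibition of corrected integrated BODIPY droplet signal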
Autophagy HCS: autophagy modulation, high-content screen. AID 463193. 190,000 tested, 0.98% active. MEF GFP-LC3 puncta imaging; test concentration mostly 10 µM. calls only at 10 µM (by protocol);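 active means percentage of spot-positive cells more than 3 SD above its plate mean, without a fluorescence outlier flag or 80% toxicity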;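 further: spot-positive cell cutoff set from DMSO-treated cells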
PhoP inhibition: PhoP-dependent GFP reporter repression – Salmonella Typhimurium, primary screen (AID 1863); 300,000 tested, 0.16% active; S. Typhimurium PhoP-regulated promoter GFP reporter, 4 h; higher % means a stronger effect; inhibition, % at 50 µM, or IC50 in µM where a hit was titrated;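 active means inhibition over 29.93%, a cutoff 3 SD above the screen mean, later confirmed by dose response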;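 further: 0% = low Mg2+ inducing control and 100% = high Mg2+ repressing control; strong numbers were not always called active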
CSM14.1 death rescue: protection against thapsigargin-triggered cell killing – 384-well, CSM14.1, ATP luminescence, primary screen (AID 1222); CSM14.1 thapsigargin-induced death rescue, ATP luminescence; higher % means a stronger effect; cellular ATP content (survival), % at 20 µM, or EC50 in µM where a hit was titrated; 190,000 tested, under 10 active;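 active means EC50 below 50 µM in the dose-response confirmation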;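 further: death triggered by thapsigargin at about 15 µM added after 2 h compound pretreatment; cell ATP read after overnight thapsigargin exposure of roughly 18 to 22 hours; normalized against plate controls of thapsigargin alone and 5% DMSO vehicle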
Insulin prom up: MIN6 insulin promoter up-regulation; MIN6 insulin promoter-GFP reporter, high-content imaging; active compounds read high; z-score at 5 µM; 190,000 tested, 0.3% active; AID 1625;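 active means z-score above 3 at 5 µM with at least 500 cells counted in the well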
Dynein transport: dynein cargo transport inhibition; 220,000 tested, 0.47% active; z-score, hits read low; 3617.4 mouse cells, GR-EGFP nuclear translocation imaging; test concentration mostly 20 µM; stimulated with dexamethasone, 1 µM; active compounds read low;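 active means plate z-score of nuclear minus cytoplasmic receptor signal below a set negative limit, without overly bright fluorescence or cell loss, cut at about -3.5 in these data, passing the limit was not always enough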;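 further: z-score of nuclear minus cytoplasmic ring GR-EGFP intensity difference per well; some compounds called inactive have numbers as strong as hits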
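medium = tetracycline-free induction medium containing charcoal-stripped FBS | also added = 1.0 µM final dexamethasone stimulus | schedule = 48 h induction, 1 h compound, 30 min dex at 37 °C | technique = fixed, Hoechst-stained cells imaged at 10x for EGFP | measure = GR-EGFP nuclear translocation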
MT stabilizer: stabilizes microtubules in HeLa cells. HeLa tubulin immunostaining HCS, 24 h; share of cells brighter than vehicle mean+2SD. 200,000 tested, 0.83% active. % tubulin-high responders, % at 10 µM;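 active means plate Z-score above 3 for both tubulin-high and condensed-nucleus cell shares, with cell loss under 80%, at 10 µM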;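 further: anti alpha tubulin signal scored within the nucleus-defined area of each cell; some results filed as inactive read as strong as hits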
b-catenin transl: alters nuclear translocation of beta-catenin in HeLa cells | nuclear translocation activity, % at 5 µM | 190,000 tested, 0.3% active | AID 1665 | immunofluorescence imaging;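 active means nuclear translocation activity above 50% at 5 µM, with a well cell count of 50 or more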;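 further: per-cell ratio of nuclear to cytoplasmic median beta-catenin stain intensity; plate controls were DMSO negative control for no effect and GSK-3 inhibitor IX positive control for full effect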
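Assay system: human HeLa cells, native beta-catenin; doses: 5 µM primary, 0.02–20 µM confirmation; incubation: compound treatment 24 h, 37°C, 5% CO2; technique: fluorescence imaging of beta-catenin antibody stain plus DAPI; measure: % activation, nuclear-to-cytoplasmic median beta-catenin signal ratio per cell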
Dynein transport cytoplasmic EGFP: also measured in Dynein transport; calls as there; z-score; measured here: cytoplasmic GR-EGFP intensity; active compounds read high
Dynein transport nuclear GR-EGFP: second read-out of Dynein transport, no call of its own (marks repeat the call); z-score; measured here: nuclear GR-EGFP intensity;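 lower value marks the stronger effect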
Dynein transport cell count: recorded beside Dynein transport, whose call it bears; z-score; measured here: cell count per field
Insulin prom up cell count: recorded beside Insulin prom up, whose call it bears; cell count; measured here: cytotoxicity, nuclei count;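 total cells summed across four imaged fields per well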
Lipid droplet cells 6.5 µM: recorded beside Lipid droplet, whose call it bears; cell count; measured here: cell count, cytotoxicity flag;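 cells counted across two imaged fields per well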
b-catenin transl cell count 5 µM: further read-out of b-catenin transl, marked with its call; cell count; measured here: cell count, cytotoxicity flag
T cell HTS vesicle-bound %: also measured in T cell HTS; calls as there; double positive events, %; measured here: CD8+ vesicle-bound cell fraction;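 binding gate set so that unloaded-vesicle control wells show 10% double positive cells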
MT stabilizer Hoechst-high %: second read-out of MT stabilizer, no call of its own (marks repeat the call); % Hoechst-high responders; measured here: nuclear condensation Hoechst responders;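 share of cells brighter than vehicle mean plus two SD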
MT stabilizer cytotoxicity %: further read-out of MT stabilizer, marked with its call; toxicity, %; measured here: cytotoxicity by cell density;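 0% = mean cell density of plate MIN control wells and 100% = no cells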
Autophagy HCS cell loss 18 h: further read-out of Autophagy HCS, marked with its call; toxicity, %; measured here: cell loss, nuclei count;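 cell loss after 18 h compound exposure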
* = called active by the depositor; & = joins results of further samples.

`COc1ccc(NC2=NCC(=O)N2c2ccccc2)c(OC)c1` gave T cell HTS inactive, Autophagy HCS inactive, PhoP inhibition -12%, CSM14.1 death rescue 1.4%, Insulin prom up -0.33, Dynein transport 1.5, MT stabilizer 3.2, b-catenin transl -2.1, Dynein transport cytoplasmic EGFP -0.12, Dynein transport nuclear GR-EGFP 1.6, Dynein transport cell count -1.9, Insulin prom up cell count 1117, b-catenin transl cell count 5 µM 1001, T cell HTS vesicle-bound % 57, MT stabilizer Hoechst-high % 2.7, MT stabilizer cytotoxicity % 15 and Autophagy HCS cell loss 18 h 8.
`Cc1ccc(-c2nc(C=Nc3ccccc3)c(O)o2)cc1` gave T cell HTS inactive, Lipid droplet 10, Autophagy HCS inactive, PhoP inhibition -2%, CSM14.1 death rescue 2.6%, Insulin prom up 0.08, Dynein transport 0.55, MT stabilizer 1.6, b-catenin transl 0.0, Dynein transport cytoplasmic EGFP -0.22, Dynein transport nuclear GR-EGFP 0.41, Dynein transport cell count -0.52, Insulin prom up cell count 1324, Lipid droplet cells 6.5 µM 669, b-catenin transl cell count 5 µM 1055, T cell HTS vesicle-bound % 27, MT stabilizer Hoechst-high % 2.2, MT stabilizer cytotoxicity % 4.6 and Autophagy HCS cell loss 18 h 4.
For O=C(CCC(=O)Nc1ccccc1)NNC(=O)C(c1ccccc1)c1ccccc1 the results were T cell HTS inactive, Lipid droplet -2, Autophagy HCS inactive, PhoP inhibition -10%, CSM14.1 death rescue -1.4%, Insulin prom up -0.28, Dynein transport 0.45, MT stabilizer 2.2, b-catenin transl 0.1, Dynein transport cytoplasmic EGFP -0.051, Dynein transport nuclear GR-EGFP 0.83, Dynein transport cell count -1.8, Insulin prom up cell count 1495, Lipid droplet cells 6.5 µM 690, b-catenin transl cell count 5 µM 1081, T cell HTS vesicle-bound % 47, MT stabilizer Hoechst-high % 2.4, MT stabilizer cytotoxicity % 11 and Autophagy HCS cell loss 18 h -5.
Clc1cccc(Cl)c1NC1=NCCN1 was read as T cell HTS inactive, Lipid droplet 2, PhoP inhibition 3%&-2%, CSM14.1 death rescue -1.2%, Insulin prom up 1.8, b-catenin transl -2.1, Insulin prom up cell count 686, Lipid droplet cells 6.5 µM 731, b-catenin transl cell count 5 µM 1116 and T cell HTS vesicle-bound % 30.
`Cc1ccccc1CN1C(=O)CSc2ccc(C(=O)N3CCOCC3)cc21` gave T cell HTS inactive, Lipid droplet -3, Autophagy HCS inactive, PhoP inhibition 7%, CSM14.1 death rescue -1.8%, Dynein transport -0.12, MT stabilizer 38*, Dynein transport cytoplasmic EGFP -0.21, Dynein transport nuclear GR-EGFP 0.33, Dynein transport cell count 0.63, Lipid droplet cells 6.5 µM 733, T cell HTS vesicle-bound % 51, MT stabilizer Hoechst-high % 30*, MT stabilizer cytotoxicity % 51* and Autophagy HCS cell loss 18 h 1.
Screening Cc1ccc(NC(=O)C(=O)NCC2CCCO2)cc1C (stereo unspecified) returned T cell HTS inactive, Lipid droplet 6, Autophagy HCS inactive, PhoP inhibition 4%, CSM14.1 death rescue -1.0%, Insulin prom up -0.26, Dynein transport 0.85, MT stabilizer 3.8, b-catenin transl 0.2, Dynein transport cytoplasmic EGFP -0.37, Dynein transport nuclear GR-EGFP -0.019, Dynein transport cell count 0.02, Insulin prom up cell count 1466, Lipid droplet cells 6.5 µM 543, b-catenin transl cell count 5 µM 1487, T cell HTS vesicle-bound % 47, MT stabilizer Hoechst-high % 1.6, MT stabilizer cytotoxicity % 23 and Autophagy HCS cell loss 18 h -3.
For COc1cccc(Oc2nccc(N(C)C)c2C#N)c1 the results were T cell HTS inactive, Lipid droplet 4, Autophagy HCS inactive, PhoP inhibition 4%, CSM14.1 death rescue -2.1%, Insulin prom up -0.65, Dynein transport -0.11, MT stabilizer 4.3, b-catenin transl 0.3, Dynein transport cytoplasmic EGFP -0.15, Dynein transport nuclear GR-EGFP 0.0065, Dynein transport cell count -1.4, Insulin prom up cell count 1314, Lipid droplet cells 6.5 µM 723, b-catenin transl cell count 5 µM 1086, T cell HTS vesicle-bound % 49, MT stabilizer Hoechst-high % 2.9, MT stabilizer cytotoxicity % 4.3 and Autophagy HCS cell loss 18 h 12.
Screening CCSc1nnc(NC(NC(C)=O)(C(F)(F)F)C(F)(F)F)s1 returned T cell HTS inactive, Lipid droplet 12, Autophagy HCS inactive, PhoP inhibition -2%, CSM14.1 death rescue -2.8%, Insulin prom up 0.29, Dynein transport -0.54, MT stabilizer 4.5, b-catenin transl -5.3, Dynein transport cytoplasmic EGFP -0.29, Dynein transport nuclear GR-EGFP 0.24, Dynein transport cell count 0.54, Insulin prom up cell count 1175, Lipid droplet cells 6.5 µM 725, b-catenin transl cell count 5 µM 571, T cell HTS vesicle-bound % 39, MT stabilizer Hoechst-high % 1.6, MT stabilizer cytotoxicity % 14 and Autophagy HCS cell loss 18 h 13.
`O=C(N/N=C/C1=Cc2ccccc2OC1)c1ccncc1` gave T cell HTS inactive, Lipid droplet 18, PhoP inhibition 6%, Insulin prom up -0.9, Dynein transport 0.035, b-catenin transl -0.2, Dynein transport cytoplasmic EGFP -0.26, Dynein transport nuclear GR-EGFP -0.27, Dynein transport cell count 0.8, Insulin prom up cell count 1131, Lipid droplet cells 6.5 µM 761, b-catenin transl cell count 5 µM 1275 and T cell HTS vesicle-bound % 28.
`O=C(Nc1ccc2c(c1)OCCO2)C1CCN(S(=O)(=O)Cc2ccccc2)CC1` gave T cell HTS inactive, Autophagy HCS inactive, PhoP inhibition 10%, CSM14.1 death rescue 1.4%, Insulin prom up 0.02, Dynein transport -0.37, MT stabilizer 4.3, b-catenin transl -3.9, Dynein transport cytoplasmic EGFP -0.17, Dynein transport nuclear GR-EGFP 0.28, Dynein transport cell count -0.26, Insulin prom up cell count 1073, b-catenin transl cell count 5 µM 892, T cell HTS vesicle-bound % 25, MT stabilizer Hoechst-high % 2.2, MT stabilizer cytotoxicity % 12 and Autophagy HCS cell loss 18 h -15.
O=C(O)CCSc1nnc(-c2ccc3c(c2)OCO3)o1 was read as T cell HTS inactive, Autophagy HCS inactive, PhoP inhibition 11%, CSM14.1 death rescue -2.5%, Insulin prom up 0.72, Dynein transport -0.06, MT stabilizer 2.2, b-catenin transl -4.1, Dynein transport cytoplasmic EGFP -0.21, Dynein transport nuclear GR-EGFP -0.25, Dynein transport cell count 0.16, Insulin prom up cell count 1242, b-catenin transl cell count 5 µM 963, T cell HTS vesicle-bound % 22, MT stabilizer Hoechst-high % 0.5, MT stabilizer cytotoxicity % 5.3 and Autophagy HCS cell loss 18 h -7.
CC(=O)c1cccc(NC(=O)CCCOc2ccc(C)cc2)c1 was read as T cell HTS inactive, Lipid droplet -18, Autophagy HCS inactive, PhoP inhibition -6%, CSM14.1 death rescue -0.1%, Insulin prom up 0.18, Dynein transport -0.27, MT stabilizer 2.9, b-catenin transl -2.8, Dynein transport cytoplasmic EGFP -0.24, Dynein transport nuclear GR-EGFP -0.42, Dynein transport cell count -0.027, Insulin prom up cell count 1299, Lipid droplet cells 6.5 µM 722, b-catenin transl cell count 5 µM 493, T cell HTS vesicle-bound % 34, MT stabilizer Hoechst-high % 2.8, MT stabilizer cytotoxicity % 1.6 and Autophagy HCS cell loss 18 h 15.
`CN1CCN(Cc2oc(CO)cc(=O)c2O)CC1` gave T cell HTS inactive, Lipid droplet 25, Autophagy HCS inactive, PhoP inhibition 3%, CSM14.1 death rescue 2.0%, Dynein transport -0.2, MT stabilizer 2.1, b-catenin transl -5.4, Dynein transport cytoplasmic EGFP -0.21, Dynein transport nuclear GR-EGFP 0.57, Dynein transport cell count 0.82, Lipid droplet cells 6.5 µM 770, b-catenin transl cell count 5 µM 1235, T cell HTS vesicle-bound % 38, MT stabilizer Hoechst-high % 1.9, MT stabilizer cytotoxicity % 1.2 and Autophagy HCS cell loss 18 h -4.
For COC(=O)C1C2C=CC3(CN(C(C)c4ccc(OC)cc4)C(=O)C13)O2 (stereo unspecified) the results were T cell HTS inactive, Lipid droplet 11, Autophagy HCS inactive, PhoP inhibition -7%, CSM14.1 death rescue -4.2%, Insulin prom up 0.56, Dynein transport -0.52, MT stabilizer 2.3, b-catenin transl -3.3, Dynein transport cytoplasmic EGFP -0.23, Dynein transport nuclear GR-EGFP 0.091, Dynein transport cell count 0.7, Insulin prom up cell count 900, Lipid droplet cells 6.5 µM 726, b-catenin transl cell count 5 µM 1085, T cell HTS vesicle-bound % 43, MT stabilizer Hoechst-high % 3.5, MT stabilizer cytotoxicity % 6.7 and Autophagy HCS cell loss 18 h 17.
